TbREL1 inh = TbREL1 RNA ligase inhibitors, primary screen, biochemical, FRET fluorescence. RNA-editing ligase 1, mitochondrial (Trypanosoma brucei brucei), P86926. 89,000 tested, 0.49% active. inhibition, % at 9.66 µM. TbREL1 RNA ligation;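 active means inhibition above the mean inhibition across all screened compounds plus 3 SD, cut at about 11% in these data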;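 further: 0% = plate median of test wells and 100% = NSC42067 control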
Starred values were filed as active, the others as inactive. The list is partial; rates above refer to the full screens.

SMILES	TbREL1 inh
Oc1cc2c(cc1O)[C@H]1c3ccc(O)c(O)c3OC[C@@]1(O)C2	21.0*
COc1cc(-c2oc3cc(O)cc(O)c3c(=O)c2O[C@@H]2O[C@H](COC3O[C@@H](C)[C@H](O)[C@@H](O)[C@H]3O)[C@@H](O)[C@H](O)[C@H]2O)ccc1O (stereo partly specified)	-4.1
C/C=C(/C)C(=O)OC(C)(C)[C@@H]1Cc2c(ccc3ccc(=O)oc23)O1	-2.0
Cc1cncn1CCc1nc2c3ccccc3nc(SCC(=O)Nc3cccc(Cl)c3)n2n1	-0.5

Sorted by value in TbREL1 inh (highest first): some entries from above
SMILES	TbREL1 inh
Cc1cncn1CCc1nc2c3ccccc3nc(SCC(=O)Nc3cccc(Cl)c3)n2n1	-0.5
C/C=C(/C)C(=O)OC(C)(C)[C@@H]1Cc2c(ccc3ccc(=O)oc23)O1	-2.0
COc1cc(-c2oc3cc(O)cc(O)c3c(=O)c2O[C@@H]2O[C@H](COC3O[C@@H](C)[C@H](O)[C@@H](O)[C@H]3O)[C@@H](O)[C@H](O)[C@H]2O)ccc1O (stereo partly specified)	-4.1

Assay outcomes as filed in PubChem.
